High-throughput results from PubChem BioAssay.
TRHR agonist: agonists of human TRH receptor; P34981; TRHR cells, calcium flux fluo-8, FDSS agonist mode; activation, % at 2 µM; 360,000 compounds, 0.18% hits; AID 493084; in the data active means activation above about 30%; further: 0% is about no effect
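Read-out: compound-evoked intracellular calcium rise in TRHR cells, fluo-8 dye, kinetic FDSS fluorescence at 1 s/cycle following a 10-cycle baseline. Cells cultured overnight before dye loading (30 min–1.5 h, RT).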
D2 antag: antagonizes the human D2 dopamine receptor; inhibition, % at 10 µM; HEK293 TREx D2 cells, calcium flux, dopamine EC80; P14416; AID 485344; 340,000 compounds, 2% hits; in the data active means inhibition above about 30%; further: 0% is about no effect
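Inhibition of EC80 dopamine-driven calcium flux, recorded kinetically, defines activity here; cells are a tetracycline-induced HEK293 T-REx line expressing force-coupled D2.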
D2 ag: agonists of human D2 dopamine receptor; P14416; HEK293 T-REx D2 cells, calcium flux agonist mode; activation, % at 2 µM; 340,000 compounds, 0.53% hits; AID 485358;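 active means activation over 3 SD above normal in the single-dose calcium agonist read, cut at about 30% in these data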; further: 0% is about no effect
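HEK293 Trex D2 cells, tetracycline-induced, o/n 30 C 5% CO2; no-wash Ca dye, RT 30–90 min; 10-cycle baseline, 23 nl cpd added, kinetic Ca read 180 s; agonist hits = positive Ca response.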
rTrxR1 inhibitor: rat TrxR1 inhibition | recombinant rTrxR1, NADPH fluorescence consumption, selenite substrate | AID 588453 | 390,000 compounds, 1% hits | O89049 | Potency, µM (top dose mostly 114 µM), for the others: at the top dose activity change, negative = inhibition, hits mostly inhibitors; further: potency means the concentration at half of the fitted maximal effect; on the % scale 0 is the no-effect control and ±100 the full control effect; nearly all actives have a fitted effect of over 65% in size
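Rat TrxR1 (90 nM in the dispensed reagent) was pre-reduced with 400 uM NADPH for 5 min at room temperature, then incubated with compound for 15 min. After 400 uM selenite was added, NADPH fluorescence (Ex 340/Em 450 nm) was followed for 8 min.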
TRHR PAM: allosteric enhancers of human TRH receptor. TRHR cells, fluo-8 calcium fluorescence, EC20 TRH enhancement. enhancement, % at 2 µM. 360,000 compounds, 0.66% hits. P34981; in the data active means enhancement above about 30%; further: 0% is about no effect
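TRHR-expressing cells loaded with fluo-8 calcium dye were read kinetically (ex 480/em 530) during compound addition, then stimulated with an EC20 of TRH (10 nM final). Enhancement of the Gq-mediated intracellular calcium response was scored.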
USP1 inh: blocks the human USP1/UAF1 deubiquitinase complex. O94782. recombinant USP1/UAF1, Ub-Rhodamine cleavage fluorescence. Potency, µM (top dose mostly 57.1 µM), for the others: top-dose activity change, negative = inhibition, usual class: inhibitors. 390,000 compounds, 0.23% hits; further: potency means the concentration at half of the fitted maximal effect; on the % scale 0 is the no-effect control and ±100 the full control effect; nearly all actives have a fitted effect of over 60% in size; inactives centre near -12
Target sequence (O94782 whole entry, looked up): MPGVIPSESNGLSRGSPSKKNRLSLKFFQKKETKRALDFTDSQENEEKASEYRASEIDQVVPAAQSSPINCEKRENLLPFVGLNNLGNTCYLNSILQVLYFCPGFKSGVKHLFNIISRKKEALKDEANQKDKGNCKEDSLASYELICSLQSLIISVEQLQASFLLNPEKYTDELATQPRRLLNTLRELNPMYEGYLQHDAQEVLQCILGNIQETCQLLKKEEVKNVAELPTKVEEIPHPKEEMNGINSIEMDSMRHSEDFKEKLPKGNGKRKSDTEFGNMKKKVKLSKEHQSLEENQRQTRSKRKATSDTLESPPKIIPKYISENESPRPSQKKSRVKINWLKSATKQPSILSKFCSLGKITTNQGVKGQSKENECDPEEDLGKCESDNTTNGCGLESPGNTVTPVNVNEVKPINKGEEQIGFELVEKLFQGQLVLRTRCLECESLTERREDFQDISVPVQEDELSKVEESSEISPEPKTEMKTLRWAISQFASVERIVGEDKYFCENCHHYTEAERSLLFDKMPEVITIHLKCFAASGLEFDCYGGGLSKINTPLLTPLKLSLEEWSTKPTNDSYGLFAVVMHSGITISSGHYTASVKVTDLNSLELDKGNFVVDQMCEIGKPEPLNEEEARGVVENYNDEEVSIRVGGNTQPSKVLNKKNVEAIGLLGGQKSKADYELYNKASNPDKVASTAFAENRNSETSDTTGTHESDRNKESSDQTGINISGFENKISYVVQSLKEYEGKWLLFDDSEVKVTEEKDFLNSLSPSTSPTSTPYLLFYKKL
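USP1/UAF1 complex (1 nM) preincubated 15 min at room temperature with compound, then Ub-Rho substrate (150 nM final) added. Kinetic fluorescence at 480/540 nm over 6 reads at 60 s intervals; 50 mM HEPES pH 7.8, 0.5 mM EDTA, 0.1 mg/ml BSA, 1 mM TCEP, 0.01% Tween-20.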
TrxR1 substrate: rat thioredoxin reductase 1 substrate activity; O89049; purified TrxR1 substrate turnover, NADPH consumption readout; Potency, µM (top dose mostly 114 µM), for the others: at the highest dose activity change, negative = substrate turnover; 390,000 compounds, 0.01% hits; further: potency means the concentration at half of the fitted maximal effect; on the % scale 0 is the no-effect control and ±100 the full control effect; nearly all actives have a fitted effect of over 50% in size
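Rat TrxR1, dispensed at 90 nM, was prereduced with 400 uM NADPH (final) for 5 min at ~22 deg C, then incubated with compound 15 min before 400 uM selenite. A first-read NADPH fluorescence drop versus no-compound background flagged substrates.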
mIDH1 inhibitor: inhibitors of human mutant IDH1 R132H. O75874. IDH1-R132H enzyme, NADPH consumption, diaphorase/resazurin fluorescence. Potency, µM (highest dose often 76.6 µM), for the others: top-dose activity change, negative = inhibition, actives largely listed as inhibitors. 390,000 compounds, 0.093% hits. AID 602179; further: potency means the concentration at half of the fitted maximal effect; on the % scale 0 is the no-effect control and ±100 the full control effect; nearly all actives have a fitted effect of over 65% in size
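IDH1-R132H (0.5 ug/mL) preincubated 30 min with compound, then NADPH (0.016 mM) and alpha-KG (2 mM) added; 80 min at RT, pH 7.5. Remaining NADPH coupled via diaphorase/resazurin to fluorescence (540/590 nm); concentration-response curves normalized to no-enzyme control.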
Pin1 inh: blocks the human prolyl isomerase Pin1; Q13526; Pin1 FP peptide displacement, HiFluor488, 10 min; Potency, µM (highest dose often 115 µM), without a hit: at the top dose activity, negative = inhibition, actives largely listed as inhibitors; 390,000 compounds, 0.009% hits; AID 504891; active means well fitted inhibition curve with a large enough effect in the polarisation, with a control signal flat, not every such curve was filed as active; inconclusive means small, poorly fitted or top-dose-only effect, or effect the other way, or a change in a side signal; inactive means no such curve, though single readings can be large or run the other way; the % refers to the polarisation; further: potency means the concentration at half of the fitted maximal effect; on the % scale 0 is the no-effect control and ±100 the full control effect
Target sequence (Q13526 whole entry, looked up): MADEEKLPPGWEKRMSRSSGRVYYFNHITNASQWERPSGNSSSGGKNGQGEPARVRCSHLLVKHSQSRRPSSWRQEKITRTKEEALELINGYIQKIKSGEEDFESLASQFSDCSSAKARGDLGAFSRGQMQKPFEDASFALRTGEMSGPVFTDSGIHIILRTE
The depositor's hits bear a star; u = inconclusive; x = no result given; [ ] = another dose, or the depositor's remark. Unless noted, the call rests on the fitted dose curve; in most records, active means well fitted inhibition curve with a large enough effect; inconclusive means small, poorly fitted or top-dose-only effect; inactive means no such curve, though single readings can be large or run the other way. The list is partial, so the mix of outcomes need not match the whole.

#	structure	D2 ag	TRHR agonist	mIDH1 inhibitor	TrxR1 substrate	D2 antag
1	COc1ccc(NC(=O)CN2CCCC(C)C2)c([N+](=O)[O-])c1 (configuration not stated)	0.8	0.0	6%	-6%	-10
2	C/C(=N\NC(=S)Nc1c(C)cccc1C)c1ccc(O)cc1	-0.6	0.0	-2%	0%	-3
3	COc1ccc(NC(=O)N2CCC(C(=O)c3ccc(F)cc3)CC2)cc1	-0.1	-0.8	3%	0%	-15
4	CCOC(=O)c1cccc(Nc2ncnc3ccccc23)c1	0.6	0.0	4%	-10%	14
5	COc1ccc(NC(=O)CN(C)C(=O)c2ccc(=O)[nH]c2)cc1	0.4	-0.6	-2%	3%	-11
6	COc1ccc(C(=O)n2nc(C)cc2C)cc1Br	0.0	0.0	10%	-13%	22
7	CCC(C(=O)NC1CCCCC1)n1c2ccccc2c2nc(=O)cc(C)n21 (configuration not stated)	-1.7	-0.4	-4%	17%	12
8	COc1ccc(-c2cn3cc(Cl)ccc3n2)cc1OC	-0.2	-0.6	34%[activator]	107%[activator]	-1

#	Pin1 inh	TRHR PAM	rTrxR1 inhibitor	USP1 inh
1	0%	2	-4%	-17%
2	1%	-5	-4%	-10%
3	5%	4	4%	-19%
4	0%	-6	8%[57.1 µM]	-28%
5	-7%	-2	5%	-6%
6	-3%	-3	-5%	-4%
7	-2%	-11	-4%	-11%
8	3%	0	-14%	2%

Next part
#	structure	D2 ag	TRHR agonist	mIDH1 inhibitor	TrxR1 substrate	D2 antag
9	CCOC(=O)N1CCN(CC(O)COc2ccccc2[N+](=O)[O-])CC1 (configuration not stated)	-0.9	0.2	0%	6%	16
10	Cc1ccc(N=c2oc3cc(O)ccc3cc2C(N)=O)cc1	1.5	2.6	4%	70%[activator][57.1 µM]	-10
11	O=C(CCCC(=O)c1ccccc1)Nc1ccc(F)cc1	-1.2	-0.7	14%	13%[57.1 µM]	14
12	Cc1ccc2[nH]c(C(=O)N3CCN(c4cccc(Cl)c4)CC3)cc2c1	-1.7	-0.7	0%	-2%	-6
13	N#CC1=C(N)N=C(SCc2ccccc2)C(C(N)=O)C12CCCCC2 (configuration not stated)	-1.7	-1.0	12%	-1%	-10
14	COc1ccc(S[C@@H](CCN2CC[C@H](O)CCC2=O)c2ccccc2)cc1	0.3	0.1	-6%	0%[57.1 µM]	20
15	CCn1nnc(NC(=O)COc2cc(C)ccc2C(C)C)n1	-2.2	0.6	3%	-3%	4
16	CCc1nc(CN(C)C(=O)C2CCC(=O)N(CCc3cccc(F)c3)C2)no1 (configuration not stated)	1.0	0.3	-11%	-7%	0

#	Pin1 inh	TRHR PAM	rTrxR1 inhibitor	USP1 inh
9	-2%	-3	19%	-20%
10	u	2	6%[57.1 µM]	-26%
11	-4%	-4	27%[57.1 µM]	-10%
12	1%	4	17%	-22%
13	-3%	-11	17%	-2%
14	-2%	-6	-9%[57.1 µM]	-33%
15	4%	-2	10%	-10%
16	-9%	3	-10%	-13%

Going on with the list:
#	structure	D2 ag	TRHR agonist	mIDH1 inhibitor	TrxR1 substrate	D2 antag
17	COc1ccc2[nH]c3c(c2c1)CCN1C(=O)C(CC(=O)NCCN2CCOCC2)C[C@H](C(=O)N2CCCCC2)[C@@]31CCc1ccccc1 (some centres not stated)	x	x	-9%	-9%	x
18	CC1CCCN(c2ccc(C(=O)NCC3CCCO3)cn2)C1 (configuration not stated)	0.5	0.3	10%	9%	-6
19	CCCN1CCN(C(=O)c2cc3c(s2)-c2ccccc2S(=O)(=O)C3)CC1	-0.6	0.7	x	x	-30
20	O=c1ccc(-c2ccccc2)nn1Cc1c(F)cccc1Cl	x	-1.0	9%	2%	x
21	CC(C)(C)NC(=O)COC(=O)c1ccc(O)cc1	0.4	-0.4	12%	3%	16
22	CC(NC(=O)COC(=O)c1c[nH]c2ccccc12)c1ccccc1 (configuration not stated)	x	x	-5%	-3%	x
23	COC(=O)C1C(=O)NC(SC)=C(C#N)C1c1ccccc1 (configuration not stated)	-0.4	0.3	3%	-9%	2
24	COc1cc(Cl)c(C)cc1NC(=O)COc1ccc(C)nc1[N+](=O)[O-]	-0.3	-0.5	4%	9%[57.1 µM]	-7

#	Pin1 inh	TRHR PAM	rTrxR1 inhibitor	USP1 inh
17	-3%	x	-19%	-26%
18	3%	-1	12%	-18%
19	x	-6	x	x
20	u	-12	11%	-19%
21	-2%	1	-4%	-15%
22	-2%	x	-7%[57.1 µM]	2%
23	u	4	-13%	-3%
24	6%	-1	-8%	-9%

Following part.
#	structure	D2 ag	TRHR agonist	mIDH1 inhibitor	TrxR1 substrate	D2 antag
25	CC(=O)N1CCCc2cc(S(=O)(=O)N3CCC(C(=O)NCc4ccc(N(C)C)cc4)CC3)ccc21	-2.3	-0.2	-8%	4%[57.1 µM]	x
26	CCCNC(=O)CCc1c(C)nc2c(c(C)nn2-c2ccccc2)c1C	0.2	-1.0	-2%	41%[activator]	1
27	O=c1c(=O)n(-c2ccc(F)c(F)c2)ccn1Cc1ccc(F)cc1Cl	0.5	1.6	4%	-9%	x
28	N#Cc1ccccc1NC(=O)CC1CCCCC1	0.4	-0.4	1%	9%[57.1 µM]	-11
29	N#C/C(=C\N1CCOCC1)C(N)=O	1.0	0.0	8%	-3%	2
30	CSc1cccc(NC(=O)CCC(=O)O)c1	0.4	0.3	4%	1%[57.1 µM]	15
31	COC(=O)c1sccc1NS(=O)(=O)c1ccccc1	-0.9	-0.1	11%	0%	-3
32	Cc1cc(C)cc(NC(=O)[C@H](Cc2c[nH]c3ccccc23)NC(=O)[C@@H]2Cc3ccccc3CN2)c1	0.9	0.3	4%	7%	-11

#	Pin1 inh	TRHR PAM	rTrxR1 inhibitor	USP1 inh
25	-6%	39*	26%[57.1 µM]	-9%
26	-5%	4	21%	-19%
27	1%	0	7%	6%
28	2%	-1	11%[57.1 µM]	-14%
29	1%	-8	15%	-13%
30	3%	5	16%[57.1 µM]	-5%
31	-6%	1	18%	-26%
32	25%	0	24%	-26%

Carrying on.
#	structure	D2 ag	TRHR agonist	mIDH1 inhibitor	TrxR1 substrate	D2 antag
33	O=C(CNS(=O)(=O)c1ccc(Br)cc1)NCc1cccnc1	0.1	0.8	3%	-4%	1
34	O=C(CSc1n[nH]c(=O)[nH]c1=O)Nc1cccc(S(=O)(=O)N2CCOCC2)c1	x	-0.9	-10%	1%	x
35	COC(=O)c1ccc(Nc2cc(C)nc(-c3ccccc3O)n2)cc1	1.3	0.0	1%	14%	10
36	O=C(c1ccc(Cl)cc1)[C@@H]1[C@@H]2C(=O)N(c3cccc4ccccc34)C(=O)[C@@H]2C2c3ccccc3C=NN21 (some centres not stated)	5.0	3.7	-7%	-9%	-7
37	COc1cccc(C(=O)NCC(=O)N/N=C(\C)Cc2ccccc2)c1	0.8	0.3	-2%	-4%	-17
38	CCOC(=O)c1cnn(-c2ccccc2)c1-n1cccc1C(=O)C(=O)Nc1ccccc1C(F)(F)F	0.8	1.9	9%	-3%[57.1 µM]	-5
39	O=C(COC(=O)c1cn(-c2ccccc2)nc1-c1cccs1)NC1CC1	0.6	-0.4	0%	10%[57.1 µM]	15
40	Cn1cc(CN2CCCC(CO)(Cc3cccc(Cl)c3)C2)cn1 (configuration not stated)	0.7	-0.7	-12%	-9%	14

#	Pin1 inh	TRHR PAM	rTrxR1 inhibitor	USP1 inh
33	2%	-1	-4%	-16%
34	3%	15	13%	-6%
35	7%	-1	18%	-7%
36	51%[activator]	-2	-1%	-12%
37	-6%	6	-10%	-15%
38	-1%	-3	14%[57.1 µM]	-18%
39	-2%	-1	8%[57.1 µM]	-2%
40	-5%	-5	-4%	-10%

Quoted at random: 5 records from the list
#	structure	D2 ag	TRHR agonist	mIDH1 inhibitor	TrxR1 substrate	D2 antag
29	N#C/C(=C\N1CCOCC1)C(N)=O	1.0	0.0	8%	-3%	2
20	O=c1ccc(-c2ccccc2)nn1Cc1c(F)cccc1Cl	x	-1.0	9%	2%	x
24	COc1cc(Cl)c(C)cc1NC(=O)COc1ccc(C)nc1[N+](=O)[O-]	-0.3	-0.5	4%	9%[57.1 µM]	-7
39	O=C(COC(=O)c1cn(-c2ccccc2)nc1-c1cccs1)NC1CC1	0.6	-0.4	0%	10%[57.1 µM]	15
9	CCOC(=O)N1CCN(CC(O)COc2ccccc2[N+](=O)[O-])CC1 (configuration not stated)	-0.9	0.2	0%	6%	16

#	Pin1 inh	TRHR PAM	rTrxR1 inhibitor	USP1 inh
29	1%	-8	15%	-13%
20	u	-12	11%	-19%
24	6%	-1	-8%	-9%
39	-2%	-1	8%[57.1 µM]	-2%
9	-2%	-3	19%	-20%
